Source: PubChem
uPA generation: cell surface uPA generation inhibition | Potency, µM (doses to about 38.3 µM), without a hit: top-dose activity change, negative = inhibition, most hits filed as inhibitors | cell surface uPA generation assay, qHTS | hit rate 0.31% among 330,000; active = well fitted inhibition curve with a large enough effect; inconclusive = small, poorly fitted or top-dose-only effect; inactive = no such curve, though single readings can be large or run the other way; tested in mouse RAW 264.7 cells; note: % is set by controls: 0 for no effect and ±100 for the full control effect; nearly all actives have a fitted effect of over 55% in size
Rab9 promoter act: activators of Rab9 promoter. Huh7 Rab9 promoter-luciferase reporter, luminescence, 24 h. Potency, µM (highest dose often 9.22 µM), for inactives: top-dose activation, negative = inhibition, hits mostly activators. hit rate 2.8% among 320,000. AID 485297; note: % of control where 0% means no effect; nearly all actives have a fitted effect of over 60% in size
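Promoter activation is measured as luciferase luminescence in Huh7 cells stably transfected with a Rab9 promoter–luciferase construct, following 24 h compound exposure at 37 °C and 10 min reagent incubation at ambient temperature.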
MBNL1 CUG block: blocks human MBNL1 binding to CUG repeat RNA. Potency, µM (series often up to 57.5 µM), for the others: at the top dose activity change, negative = inhibition, usual class: inhibitors. AID 2675. TR-FRET MBNL1-His/biotin-(CUG)12 binding, 665/545 ratio. hit rate 0.036% among 280,000; active = well fitted inhibition curve with a large enough effect in the signal ratio, with a control signal flat, not every such curve was filed as active; inconclusive = small, poorly fitted or top-dose-only effect, or effect the other way, or a change in a side signal; inactive = no such curve, though single readings can be large or run the other way; the % refers to the signal ratio; note: % is set by controls: 0 for no effect and ±100 for the full control effect
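His-tagged MBNL1 binding to biotinylated (CUG)12 RNA was measured by TR-FRET using terbium anti-His antibody (0.055 ng/ul final) and streptavidin-XL665 (5 nM final). Compounds were titrated 92 nM to 58 uM; 60 min at room temperature.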
NPC1 prom act: NPC1 promoter activation; Huh7 NPC1 promoter luciferase reporter, 24 h; Potency, µM (doses to about 9.22 µM), inactives show at the highest dose activation, usual class: activators; hit rate 2.4% among 320,000; AID 485313;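 note: % of control where 0% means no effect; nearly all actives have a fitted effect of over 60% in size; reporter is driven by a mutant NPC1 promoter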
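Stably transfected Huh7 (NPC1 promoter→luciferase), 1500 cells/well in Opti-MEM + 10% FBS, 2 h settle, then compound 24 h at 37 °C. Luminescence after 10 min with Amplite reagent.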
ELG1 genotox: induces genotoxicity in HEK293T cells with luciferase-tagged ELG1 | HEK293T ELG1-luciferase reporter, luminescence, 16 h | hit rate 1.3% among 330,000 | AID 504466 | Potency, µM (highest dose often 46 µM), for inactives: at the top dose activity change, positive = activation, hits mostly activators; note: % of control where 0% means no effect; nearly all actives have a fitted effect of over 60% in size
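Cells (2,000/well) expressing the ELG1-luciferase fusion are dosed by pin tool and kept 16 hr at 37 °C, 5% CO2. Signal comes from ONE-Glo luciferase reagent after 30 min at room temperature.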
BRCA1 expr act: increases BRCA1 expression; MCF7-BRCA1-FFLuc reporter, luminescence, 48 h; response scale: scaled: vehicle 0%, 10 µM genistein 100%; Potency, µM (series often up to 46.1 µM), for inactives: at the top dose activation, actives largely listed as activators; hit rate 1.1% among 380,000; AID 624202; note: nearly all actives have a fitted effect of over 80% in size; some results filed as inactive show a strong effect at the top dose
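Using MCF7 cells harboring a BRCA1 firefly luciferase reporter, plated 2 h before compound pinning, the screen measured luminescence after 48 h incubation. Responses were normalized to DMSO and 10 microM genistein, then fitted for concentration-effect.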
VP16 counter: counter-screen for ROR gamma inhibitors: Gal4-VP16 reporter; Drosophila S2 Gal4-VP16 UAS-luciferase, luminescence, 20 h; Potency, µM (top dose mostly 53.6 µM), inactives show at the highest dose activity, negative = inhibition, hits mostly inhibitors; hit rate 3.5% among 310,000;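 note: Gal4-VP16 expression switched on by copper sulfate through the metallothionein promoter; % is set by controls: 0 for no effect and ±100 for the full control effect; nearly all actives have a fitted effect of over 50% in size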
FLuc modulator: firefly luciferase modulation, counter-screen for miR-21 project; hit rate 6.9% among 360,000; Potency, µM (doses to about 57.5 µM), without a hit: top-dose activity change, negative = inhibition, most hits filed as inhibitors; AID 588342; purified FLuc, Km substrates, luminescence inhibition;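 note: plate controls were vehicle for no effect and reference inhibitor for full effect; nearly all actives have a fitted effect of over 55% in size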
Target sequence (P08659 whole entry, looked up): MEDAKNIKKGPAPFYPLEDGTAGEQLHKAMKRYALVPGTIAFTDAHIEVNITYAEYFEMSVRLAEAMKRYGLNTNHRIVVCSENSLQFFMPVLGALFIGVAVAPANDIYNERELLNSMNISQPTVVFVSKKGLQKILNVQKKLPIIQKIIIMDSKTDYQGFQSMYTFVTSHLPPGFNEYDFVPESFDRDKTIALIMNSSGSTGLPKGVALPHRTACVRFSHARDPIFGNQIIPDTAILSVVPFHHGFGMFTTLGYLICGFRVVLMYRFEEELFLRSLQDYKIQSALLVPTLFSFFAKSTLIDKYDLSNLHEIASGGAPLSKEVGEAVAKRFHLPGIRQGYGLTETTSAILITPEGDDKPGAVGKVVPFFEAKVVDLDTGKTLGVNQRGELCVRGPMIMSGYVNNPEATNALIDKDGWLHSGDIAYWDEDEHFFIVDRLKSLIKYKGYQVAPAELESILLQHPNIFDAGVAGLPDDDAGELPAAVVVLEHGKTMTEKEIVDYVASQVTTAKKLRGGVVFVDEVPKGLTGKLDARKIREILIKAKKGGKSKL
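Purified P. pyralis luciferase (10nM final) with 10uM D-luciferin and 10uM ATP (Km levels) in 50mM Tris acetate pH 7.5, 10mM Mg acetate, 0.01% Tween-20, 0.05% BSA; qHTS 6-point titration, ~60 µM downward; luminescence read.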
p53 reactivator: restores transcriptional activity of mutant p53; H1299 p53-A138V BP100-luciferase reporter, luminescence, 24 h; Potency, µM (titrated, usually from 92.2 µM), for inactives: at the top dose activity change, positive = activation, hits mostly activators; hit rate 0.063% among 320,000; AID 504706; note: % of control where 0% means no effect; nearly all actives have a fitted effect of over 45% in size
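H1299 (p53-null), stable ts p53-A138V + BP100-Luc; 1000 cells/well, Opti-MEM/10% FBS; cpd 4 pt, 1:5; 24 h, 37 deg C, 5% CO2; detection reagent 10 min RT; luminescence.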
RORg inh: blocks mouse ROR gamma transcriptional activity | Drosophila S2 Gal4-RORgamma UAS-luciferase reporter, 20 h | hit rate 5.4% among 310,000 | AID 2551 | Potency, µM (highest dose often 53.6 µM), for the others: at the top dose activity change, negative = inhibition, hits mostly inhibitors; note: % is set by controls: 0 for no effect and ±100 for the full control effect; nearly all actives have a fitted effect of over 60% in size
Target sequence (P51450 whole entry, looked up, the tested form may be a part): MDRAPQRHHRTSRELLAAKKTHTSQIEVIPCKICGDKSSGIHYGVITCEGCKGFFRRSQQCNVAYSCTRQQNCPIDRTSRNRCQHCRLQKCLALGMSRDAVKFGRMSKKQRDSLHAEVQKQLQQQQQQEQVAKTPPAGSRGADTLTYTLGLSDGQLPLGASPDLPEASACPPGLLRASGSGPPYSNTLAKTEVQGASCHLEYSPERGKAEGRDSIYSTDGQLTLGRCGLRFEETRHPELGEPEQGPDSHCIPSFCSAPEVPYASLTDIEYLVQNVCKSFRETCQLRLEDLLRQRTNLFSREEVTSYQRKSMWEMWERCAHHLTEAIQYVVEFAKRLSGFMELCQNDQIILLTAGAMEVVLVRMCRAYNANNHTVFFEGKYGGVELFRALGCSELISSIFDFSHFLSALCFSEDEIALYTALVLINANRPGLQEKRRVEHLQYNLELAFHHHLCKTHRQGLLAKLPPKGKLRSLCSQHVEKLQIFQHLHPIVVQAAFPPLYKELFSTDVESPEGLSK
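A Gal4/UAS one-hybrid system in insect cells: metallothionein-promoter Gal4–ROR gamma fusion plus Photinus luciferase reporter. Copper sulfate 700 uM final, 20 hr ambient incubation, luminescent detection after 10 min with reagent.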
An asterisk follows results filed as active; ? = inconclusive; / = no result given; [ ] = remark or other dose. Unless noted, calls come from the whole dose curve; as a rule, active = well fitted curve in the direction sought with a large enough effect; inconclusive = small, poorly fitted or top-dose-only effect, or another doubt; inactive = no such curve, though single readings can be large; an effect the other way counts as inactive or inconclusive. Potency is the fitted concentration of half-maximal effect.

SMILES	uPA generation	Rab9 promoter act	MBNL1 CUG block	NPC1 prom act	ELG1 genotox	BRCA1 expr act	VP16 counter	FLuc modulator	p53 reactivator	RORg inh
COc1cccc(/C(O)=C2\C(=O)C(=O)N(c3ccccn3)C2c2cccc(OC)c2OC)c1 (stereo not drawn)	/	0%	?	0%	2%	3%	3%	-14%	0%	-19%
O=C1CCC(C(=O)OCC(=O)Nc2ccc(Cl)cc2C(F)(F)F)=NN1	-6%	/	/	/	0%	-14%	/	/	2%	/
O=C(CSc1n[nH]c(=O)[nH]c1=O)N/N=C/C=C\c1ccccc1	-2%	-1%	?	-4%	-2%	12%	-1%	?	25%	18%
COc1ccc(NC(=O)C(NC(=O)c2ccc(=O)[nH]c2)c2ccc(OC)cc2)cc1 (stereo not drawn)	-10%	-2%	-9%	-6%	3%	-11%	-4%	3%	0%	-11%
O=C(c1ccco1)N1CCN(Cc2nc3ccccc3c(=O)n2-c2ccc(F)cc2)CC1	/	-2%	-2%	-1%	2%	-14%	1%	1%	-3%	4%
CC(C)Cc1ccc(S(=O)(=O)N2CCN(C(=O)c3ccco3)CC2)cc1	-9%	-17%	-13%	-6%	-5%	-41%	?	-10%	-4%	?
Cc1cc(C)n2nc(C(=O)N3CCOCC3)nc2n1	4%	-2%	2%	0%	-1%	6%	-11%	-7%	-12%	29%
CCN(CC(=O)Nc1ccc(NC(C)=O)cc1)C(=O)C1CCC1	0%	-1%	/	-2%	0%	17%	/	0%	-2%	/
Cc1ccc2cc(C)c(SCC(=O)Nc3ccc(S(=O)(=O)N4CCCC4)cc3)nc2c1	1%	0%	?	-7%	-7%	-24%	-7%	-1%	1%	-27%
Cc1ccc(OCc2cc(C(=O)N3CCc4[nH]cnc4C3c3ccccn3)no2)cc1C (stereo not drawn)	5%	-7%	8%	-4%	1%	-1%	3%	0%	2%	-5%
Cn1cnnc1SCC(=O)Nc1ccc(S(=O)(=O)N2CCOCC2)cc1	-4%	0%	/	0%	0%	0%	/	4%	14%	/
COc1nc2ccccc2c(=O)n1OCC(C)C	1%	-2%	-10%	2%	0%	-21%	1%	2%	0%	2%
COc1ccccc1C(=O)NC(=O)COC(=O)CNC(=O)c1ccccc1	2%	1%	/	-5%	0%	-4%	/	10%	3%	/
COCCNc1nnc(Cc2ccc(OC)c(OC)c2)c(=O)[nH]1	-4%	3%	-7%	-4%	0%	-11%	-3%	2%	2%	-13%
O=C(CNCc1ccc(F)cc1)Nc1ccc(S(=O)(=O)N2CCOCC2)cc1	-1%	-3%	-3%	-2%	0%	-2%	5%	-1%	2%	0%
O=C(Nc1ccc(S(=O)(=O)Nc2ncccn2)cc1)c1ccc(Cl)c([N+](=O)[O-])c1	1%	0%	?	-4%	-1%	-21%	-2%	0%	-14%	-2%
Cc1cc(Br)c(NC(=O)CSc2n[nH]c(N)n2)c(Br)c1	17%	/	/	/	0%	-12%	/	/	2%	/
COCC1CCCN(C(=O)c2ccc3oc(C(C)C)nc3c2)C1 (stereo not drawn)	3%	0%	6%	-2%	6%	23%	-13%	0%	-3%	8%
CCOC(=O)c1ccccc1NC(=O)COC(=O)C1=COCCO1	5%	-5%	1%	-5%	-4%	2%	-5%	2%	19%	9%
Cc1cc(NC(=S)Nc2cccnc2)ccc1Br	3%	1%	-7%	-4%	-4%	-1%	?	-1%	4%	13µM*
Cc1ccc(OCC(=O)Nc2nnc(S(=O)(=O)N3CCCCCC3)s2)cc1C	1%	8%	0%	1%	2%	2%	8%	-8%	13%	-7%
CC(C)(C)C1=C(C#N)C(c2cccnc2)C(C#N)=C(N)O1 (stereo not drawn)	-4%	-5%	-14%	-1%	1%	-11%	?	0%	13%	?
CCOc1ccc(-c2nc(S(=O)(=O)c3ccccc3)c(NCc3cccnc3)o2)cc1	9%	-3%	3%	-10%	10%	-17%	-14%	14%	-21%	4%
Cc1cccc(S(=O)(=O)NCCNS(=O)(=O)c2cccc(C)c2)c1	1%	5%	0%	0%	2%	-10%	-16%	-1%	-3%	18%
O=c1oc2ccccc2c(NC2CCCCC2)c1NS(=O)(=O)c1ccc(Cl)cc1	7%	2%	-2%	-2%	-5%	-15%	-10%	0%	2%	-5%
CCOC(=O)C1=CC[C@H]2c3c(c4ccccc4n3C)C(=O)C1N2S(=O)(=O)c1ccc(C)cc1	3%	-3%	/	-3%	-4%	-27%	/	-2%	-9%	/
Cc1c(C(=O)N2CCOCC2)sc(NC(=O)CCl)c1C#N	-6%	-5%	-1%	-7%	-13%	-39%	?	0%	-10%	13µM*
CS(=O)(=O)N1CCC(C(=O)Nc2ccccc2Cl)CC1	6%	7%	-2%	-8%	-1%	1%	-2%	0%	-1%	-34%
COc1ccc(CNC(=O)C/C(C)=N/NC(=O)COc2ccc(Br)cc2)cc1	-5%	0%	-7%	-1%	3%	-3%	10%	1%	0%	4%
O=C(O)CSC12CC3CC(C1)CC(C(=O)O)(C3)C2	0%	8%	0%	0%	-9%	4%	-4%	-3%	-1%	1%
CCOc1ccccc1NC(=O)CN1C(=O)NC(Cc2c[nH]c3ccccc23)C1=O (stereo not drawn)	-7%	-5%	/	8%	-1%	-10%	/	2%	-4%	/
CC(c1ccccc1)N1C(=O)c2cccnc2C1=O (stereo not drawn)	1%	4%	?	3%	1%	-3%	5%	1%	-1%	5%
CCC(C)NC(=O)Nc1ccc(F)c(Cl)c1 (stereo not drawn)	-2%	0%	-22%	7%	0%	?	15%	-17%	15%	37%
C/C=C\C=C/C(=O)Nc1cccc(C2=NOC3(C2)C[C@H](C(N)=O)N(C(=O)Cc2ccc([N+](=O)[O-])cc2)C3)c1 (stereo partly drawn)	14%	1%	?	-1%	8%	20%	-7%	21µM*	3%	28%
CC(C)(C)c1ccc(Cn2nnc3c(=O)[nH]c(C4CCCN(C(=O)c5ccco5)C4)nc32)cc1 (stereo not drawn)	5%	-1%	-5%	-4%	-12%	-41%	-1%	-1%	-4%	?
Cc1csc(NC(=O)CSCC(=O)O)c1-c1nc2ccccc2s1	-2%	0%	8%	-4%	4%	12%	8.9µM*	-5%	7%	-42%
CC1(C(=O)Nc2cccc(C(F)(F)F)c2)CO1 (stereo not drawn)	/	-3%	-4%	-7%	-10%	/	5%	-3%	-3%	44%
S=C(Nc1ccc2nsnc2c1)N1CCCCCC1	-2%	7%	0%	-4%	-2%	?	5%	0%	-2%	14%
CC(C)C[C@H](NC(=O)C1CCN(C(=O)[C@H](Cc2ccccc2)NC(=O)OC(C)(C)C)CC1)C(=O)O	4%	2%	5%	1%	-2%	5%	-25%	-2%	0%	11%
Oc1ccc(/C=N/Nc2nccnc2Cl)cc1	-9%	3.2µM*	?	4µM*	12µM*	71%	0%	11µM*	?	8%
COc1ccc(N(CC(=O)N2CCCCCC2)S(=O)(=O)c2ccccc2)cc1	10%	-3%	-3%	2%	12%	-5%	-2%	-3%	3%	2%
CN1CCc2c(sc3c2C(=O)NC(c2ccc(-c4ccc(Cl)cc4)o2)N3)C1 (stereo not drawn)	-1%	-6%	?	-4%	0%	-5%	-4%	-10%	0%	-11%
COC(=O)CSc1nnc(C)c(=O)[nH]1	10%	-2%	-1%	-4%	-4%	5%	-3%	6%	4%	-22%
NC(=O)c1ccc(-n2nnnc2Oc2ccccc2)cc1	2%	9%	-2%	1%	-2%	-13%	19%	3%[2.3 µM]	0%	-5%
O=C(Nc1nc2n(n1)C(c1ccccc1)CC(c1ccc(Cl)cc1)N2)c1ccco1 (stereo not drawn)	-3%	-5%	-6%	-6%	-2%	-42%	5µM*	3%	-8%	2.5µM*
Cc1ccc(CNC(=O)CSc2nccn(-c3ccc(C)c(F)c3)c2=O)cc1	4%	-2%	/	-5%	1%	-17%	/	-4%	4%	/
COc1ccc(Br)cc1/C=N/NC(=O)C[n+]1ccccc1	?	5%	9%	-1%	1%	-1%	-2%	-3%	6%	1%
CCOc1ccc(NC(=O)CN(C)C(=O)c2ccccc2CCc2ccccc2)cc1OCC	-6%	-5%	/	0%	-22%	-18%	/	3%	1%	/
O=C(NC1CCN(Cc2ccccc2)CC1)c1ccc(Cl)cc1Cl	-24%	0%	3%	1%	-17%	1%	-12%	-2%	14%	0%
S=c1[nH]nc2nnc3ccccc3n12	3%	-4%	?	-2%	-3%	-24%	11%	-20%	8%	8%
Cc1cc(Br)ccc1SCC(=O)OCC(=O)NCc1ccco1	-1%	0%	7%	0%	0%	5%	-1%	-1%	1%	-1%
CCOc1ccc(N(C(=O)Cn2nnc3ccccc32)C(C(=O)NC(C)(C)CC)c2cccn2C)cc1 (stereo not drawn)	-2%	-5%	4%	-2%	2%	-2%	-18%	4%	2%	16%

Single records, from the list above.
CCOc1ccc(NC(=O)CN(C)C(=O)c2ccccc2CCc2ccccc2)cc1OCC is entered as uPA generation: -6%; Rab9 promoter act: -5%; MBNL1 CUG block: /; NPC1 prom act: 0%; ELG1 genotox: -22%; BRCA1 expr act: -18%; VP16 counter: /; FLuc modulator: 3%; p53 reactivator: 1%; RORg inh: /
COc1ccc(Br)cc1/C=N/NC(=O)C[n+]1ccccc1 is entered as uPA generation: ?; Rab9 promoter act: 5%; MBNL1 CUG block: 9%; NPC1 prom act: -1%; ELG1 genotox: 1%; BRCA1 expr act: -1%; VP16 counter: -2%; FLuc modulator: -3%; p53 reactivator: 6%; RORg inh: 1%

This is a random part of the collection; any-hit rate near 13%.
